Assay outcomes from PubChem BioAssay.
HCMV inh: human cytomegalovirus inhibition; HFF cells, HCMV-luciferase reporter, 72 h; stronger effect = lower value; activity change, negative = inhibition, % at 57.5 µM; 4.5% of 410,000 active; AID 1259415; in the data active = activity change below about -60%; inconclusive = no clear call, values can overlap the other calls; inactive = above about -39%
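Human foreskin fibroblasts infected with luciferase-reporter HCMV at MOI 1 PFU/cell, compounds at two doses. Luciferase measured 72 h post infection; normalized to buffer-only basal and Salinomycin (10uM) controls.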
AmpC detergent: AmpC beta-lactamase inhibition with detergent present; Potency, µM (series often up to 114 µM), for the others: at the highest dose activity change, negative = inhibition, usual class: inhibitors; AmpC hydrolysis of nitrocefin, absorbance 480 nm, 0.01% Triton; P00811; 0.041% of 370,000 active; AID 485294;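 also: potency is read from the fitted curve at half-maximal effect; 0% = no-compound wells and -100% = no-enzyme wells; nearly all actives have a fitted effect of over 25% in size; some results filed as inactive show a strong effect at the top dose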
Target sequence (P00811 whole entry, looked up): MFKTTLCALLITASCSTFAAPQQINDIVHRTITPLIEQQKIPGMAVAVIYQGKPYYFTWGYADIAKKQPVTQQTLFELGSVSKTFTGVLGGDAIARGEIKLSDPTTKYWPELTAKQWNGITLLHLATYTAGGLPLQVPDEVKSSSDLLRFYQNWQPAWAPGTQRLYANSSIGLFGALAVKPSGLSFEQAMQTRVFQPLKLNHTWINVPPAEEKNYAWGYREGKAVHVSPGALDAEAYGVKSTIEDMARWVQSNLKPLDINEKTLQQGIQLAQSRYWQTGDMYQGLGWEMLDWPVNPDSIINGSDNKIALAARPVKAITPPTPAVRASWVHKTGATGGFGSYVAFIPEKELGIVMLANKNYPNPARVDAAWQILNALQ
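20 mM phosphate pH 7.0 + 0.01% (detergent screen) or 0.0001% Triton X-100; 5.3 nM AmpC reagent; cpd preinc 15 min RT; nitrocefin (800 uM stock) to start; A480 q20 s × 4 min; Activity was normalised to no-enzyme and no-compound control wells.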
AMA1 RON2 block: AMA1-RON2 (P. falciparum) interaction inhibition. AlphaScreen AMA1-biotinylated RON2 peptide binding. Potency, µM (top dose mostly 58.2 µM), for the others: top-dose activity change, negative = inhibition, usual class: inhibitors. 0.2% of 360,000 active. AID 720542;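 also: potency is read from the fitted curve at half-maximal effect; 0% = vehicle wells and -100% = peptide control; nearly all actives have a fitted effect of over 45% in size; some results filed as inactive show a strong effect at the top dose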
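AMA1 (3D7) with his tag at 25 nM final met compounds first, then biotinylated RON2 peptide at 25 nM; detection used donor plus acceptor beads, 10 µg/mL apiece, read by AlphaScreen after 30 min at room temperature.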
TbPYK inhibitor: T. brucei pyruvate kinase inhibition. Q57TT1. TbPYK enzyme, Kinase-Glo Plus ATP luminescence, 45 min. Potency, µM (series often up to 76.8 µM), without a hit: at the top dose activity, negative = inhibition, hits mostly inhibitors. 0.12% of 410,000 active; also: potency is read from the fitted curve at half-maximal effect; nearly all actives have a fitted effect of over 50% in size
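Readout: single end-point luminescence (Kinase-Glo Plus, 10 min). Reaction conditions were TbPYK/substrate plus 130 uM ADP, 45 min at RT, pH 7.2 TEA buffer. No-enzyme wells served as controls, and data were normalized before concentration-response fitting.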
LmPK inhibitor: inhibitors of Leishmania mexicana pyruvate kinase; Q27686; purified LmPK, Kinase-Glo ATP luminescence, 1 h; Potency, µM (series often up to 57.5 µM), inactives show top-dose activity change, negative = inhibition, actives largely listed as inhibitors; 0.37% of 290,000 active; AID 1721; also: potency is read from the fitted curve at half-maximal effect
Target sequence (Q27686 whole entry, looked up): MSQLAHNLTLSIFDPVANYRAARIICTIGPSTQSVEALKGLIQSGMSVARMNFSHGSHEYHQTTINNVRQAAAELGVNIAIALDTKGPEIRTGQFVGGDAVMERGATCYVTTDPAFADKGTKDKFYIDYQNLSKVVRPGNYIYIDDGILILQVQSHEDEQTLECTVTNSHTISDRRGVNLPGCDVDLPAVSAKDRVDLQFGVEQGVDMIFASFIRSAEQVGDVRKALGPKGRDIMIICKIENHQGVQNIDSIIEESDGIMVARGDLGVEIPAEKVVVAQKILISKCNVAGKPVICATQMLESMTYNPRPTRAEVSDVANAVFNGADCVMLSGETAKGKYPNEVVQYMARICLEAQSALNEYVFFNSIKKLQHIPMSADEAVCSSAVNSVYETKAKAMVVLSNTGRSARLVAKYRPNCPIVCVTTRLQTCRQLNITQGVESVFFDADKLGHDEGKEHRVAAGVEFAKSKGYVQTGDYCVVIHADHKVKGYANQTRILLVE
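Screened at intermediate enzyme activity to detect both inhibitors and activators: LmPK at 0.1 nM, with a 0.5 nM enzyme column as activation reference. PEP 0.5 mM, ADP 0.1 mM; ATP detected by luminescence after 1 h.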
Sm TGR block: S. mansoni TGR enzyme inhibition | 3% of 360,000 active | Potency, µM (doses to about 114 µM), for inactives: at the top dose activity change, negative = inhibition, most hits filed as inhibitors | purified TGR, DTNB reduction, TNB absorbance 405 nm | Q962Y6; also: potency is read from the fitted curve at half-maximal effect; nearly all actives have a fitted effect of over 60% in size
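First, TGR (20 nM dispensed) and NADPH were mixed with compound. Second, a 15 min room-temperature incubation followed. Third, further NADPH and then DTNB were added to start the reaction. Finally, TNB absorbance was monitored kinetically.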
AmpC no deterg: inhibitors of E. coli AmpC beta-lactamase without detergent. 0.52% of 330,000 active. AmpC nitrocefin hydrolysis, absorbance 480 nm, 0.0001% Triton. Potency, µM (titrated, usually from 57.1 µM), without a hit: top-dose activity change, negative = inhibition, actives largely listed as inhibitors. AID 485341;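 also: potency is read from the fitted curve at half-maximal effect; plate controls were no compound for no effect and no enzyme for full effect; nearly all actives have a fitted effect of over 20% in size; some results filed as inactive show a strong effect at the top dose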
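20 mM phosphate pH 7.0 + 0.01% (detergent screen) or 0.0001% Triton X-100; 5.3 nM AmpC reagent; cpd preinc 15 min RT; nitrocefin (800 uM stock) to start; A480 q20 s × 4 min; Activity was normalised to no-enzyme and no-compound control wells.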
An asterisk follows results filed as active; ? = inconclusive; . = not tested or not shown; & = joins results of further samples; [ ] = remark or other dose. Unless noted, calls follow the shape of the dose curve; as a rule, active = well fitted curve in the direction sought with a large enough effect; inconclusive = small, poorly fitted or top-dose-only effect, or another doubt; inactive = no such curve, though single readings can be large; an effect the other way counts as inactive or inconclusive. Unless noted, % is scaled to controls: 0 for no effect and ±100 for the full control effect. Rows were taken by chance; overall some 7.4% were active at least once.

Values in the order: HCMV inh, AmpC detergent, AMA1 RON2 block, TbPYK inhibitor, LmPK inhibitor, Sm TGR block, AmpC no deterg
O=C(CN(Cc1ccco1)C(=O)CNS(=O)(=O)c1ccc(Cl)cc1)NCc1ccc(F)cc1
→ -38, ., -12%, ?, ., ., .
CC(C)(O)C#Cc1ccc(CN2CCN(Cc3ccsc3)C(CCO)C2)s1 (stereo unspecified)
→ 27, 1%, 22%, 0%, -1%, -2%, -7%
C=CCn1c(SCC(=O)c2[nH]c(C)c(C(=O)OC)c2C)nc2scc(-c3ccc(OC)c(OC)c3)c2c1=O
→ 12, ?, -4%[2.32 µM], -6%, 2%, 1%, -15%
O=C(NCc1ccccc1Cl)C1CCC(=O)N(C2CCCC2)C1 (stereo unspecified)
→ 51, -10%, -8%, 0%, 2%, -18%, -9%
CCn1ccc(=O)c2cc3c(cc21)OCO3
→ -7, -10%, -1%, 1%, ., -1%, -18%
COC(=O)CNC(=O)c1nn(-c2cccc(OC)c2)c(=O)c2ccccc12
→ -24, ?, -1%, -3%, 2%, -4%, -2%
COc1ccc2oc(C(=O)OC(C)C(=O)NC3(C#N)CCCCC3)c(C)c2c1 (stereo unspecified)
→ ?, -19%, -10%, 2%, ., -8%, -9%
COc1ccc2c(CC(=O)Nc3c(C)n(C)n(-c4ccccc4)c3=O)coc2c1
→ -36, -3%, -3%, 3%, 1%, -16%, 23%
O=C(Nc1ccccc1)C1=C[C@H](c2ccc3c(c2)OCO3)C[C@H](OCCCCO)O1
→ 111, 9%, -1%, -5%, -2%, ?, 14%
CC1(C)CC(=O)c2cc(OCC(=O)NCc3cccnc3)ccc2O1
→ -12, -5%, -1%, 9%, -4%, 0%, -6%
CCc1ccccc1NC(=O)N(C)CCc1c(C)nn(C)c1C
→ 15, 7%, ., 16%, ., 3%, .
CCNCc1ccc(OCc2ccccc2F)c(OC)c1
→ -20, 4%, -4%, 6%, 1%, 25%, -3%
CCn1cnc2c1c(=O)n(CC(=O)NN)c(=O)n2Cc1ccccc1
→ -12, -23%, 38%[activator], 0%, 0%, -31%, 19%
CC(=O)NC(Nc1c(C)n(C)n(-c2ccccc2)c1=O)C(Cl)(Cl)Cl (stereo unspecified)
→ 5, ?, -5%, 1%, 1%, 40µM*, -19%
CC(C)(C)c1ccc(-c2cc(C(=O)NNC(=O)Nc3ccccc3)c3ccccc3n2)cc1
→ 95, -1%, 88%[activator], 4%, 2%, 6%, -47%
Cc1cccc2nc(CSc3nc4ccccc4[nH]3)cn12
→ -40, 2%, -16%, -3%, -3%, 12%, -14%
CCc1cccc(NC(=O)Cc2cn(C)c3ccccc23)c1
→ 33, ?, -8%, -6%, 8%, 10%, -28%
COc1ccccc1OCCCCn1c(-c2ccc(Cl)cc2)nc2ccccc2c1=O
→ -14, 8%, ., -18%, ., 17%, .
CC1=Nc2ccccc2/C1=C/c1sc(=N)n(-c2nccs2)c1O
→ ., -12%, 93%[activator], -9%, 1%, -28%, -22%
CC(=NCCN1CCOCC1)c1c(O)n(-c2ccccc2C)c(=O)[nH]c1=O
→ -9, -4%, 52%[activator], -11%, 1%, -24%, -12%
Cc1ccccc1NC(=O)COC(=O)C1=COCCO1
→ -4, 3%, -2%, 0%, ., -1%, -17%
COC(=O)Cc1sc(-c2ccccn2)nc1-c1ccccc1
→ 0, 8%, -2%, -10%, -17%, 5%, 21%
COc1ccc(N(C)S(=O)(=O)c2cccc(C(=O)Nc3nc(C)cs3)c2)cc1
→ -20, 0%, -15%, -6%, ., -1%, -35%
COc1ccc(-c2noc(CNC(=O)Nc3ccc(F)cc3)n2)cc1
→ 9, -5%, -3%, 5%, -1%, 5%, -9%[2.29 µM]
Cc1cccc(NC(=O)CSc2nnnn2-c2cccnc2)c1
→ 11, ?, -6%, 0%, 1%, 3%, -23%
O=C(Nc1cccnc1N1CCOCC1)c1ccco1
→ -6, -7%, -22%, 1%, 0%, -8%, -2%
O=C(CNc1cccc(C(F)(F)F)c1)N/N=C/C1CCCCC1
→ ?, -9%, 83%[activator], 1%, -1%, 8%, -12%
Cc1ccc(CNC(=O)c2ccc(C)c(S(=O)(=O)N3CCCCC3)c2)cc1
→ -21, -4%, -11%, -4%, ., -6%, -26%
COc1ccc(C(=O)Nc2ccnn2C2CCN(Cc3ccn[nH]3)CC2)cc1
→ 10, -3%, 35%[activator], -4%, 8%, 2%, -3%
C#CC1CCCCC1NC(=O)Nc1cnccc1C(F)(F)F (stereo unspecified)
→ 10, 0%, -22%, -1%, 2%, 3%, 8%
COc1cccc(N2CCN(C(=O)CN3C(=O)NC4(CCCC4)C3=O)CC2)c1
→ -4, 5%, -4%, -7%, -5%, 6%, 59%
Cc1ccccc1-c1cccc([C@@H]2C[C@H]3[C@H](CON3C)CN2Cc2cc(Cl)cc(Cl)c2)c1
→ -13, ., -5%, 3%, ., ., .
O=c1ccccn1Cc1ccccc1F
→ -31, ?, -6%, -10%, 7%, 1%, -10%
Cn1c(=O)[nH]c(=O)c2c1nc(N1CCOCC1)n2CCSc1nnnn1-c1ccccc1
→ -7, 3%, 5%, -1%, 10%, 1%, -3%
CCOc1cc(/C=N/n2cnnc2)cc(Br)c1O
→ 4, -13%, 13%, -11%, -4%, 0%, -5%
Cc1oc(=O)c(NC(=O)c2ccccc2)cc1C(=O)c1ccccc1
→ 118, -12%, 14%, -20%, -12%, 22µM*, -42%
COc1ccccc1CNC(=O)c1ccc(Br)o1
→ -18, -8%, -4%, -8%, 1%, -3%, -12%
COc1ccc(Cn2cc(S(=O)(=O)c3ccc(C)cc3)c(=O)c3cc(F)ccc32)cc1
→ -9, -4%, ., 2%, ., 1%, .
COc1ccc(C(C)=O)cc1OCc1ccccc1
→ 21, ., -7%, -16%, ., ., .
COc1cccc(N2CCN(C(=O)CN3C(=O)NC(C)(c4ccc5ccccc5c4)C3=O)CC2)c1 (stereo unspecified)
→ ?, -7%, -15%, 0%, ., -4%, 82%[activator]
Cc1nc2scc(C)n2c(=O)c1S(=O)(=O)N1CCN(c2cccc(C(F)(F)F)c2)CC1
→ -31&-15, -3%&12%, -8%, 0%&2%, 8%, -9%&4%, 109%[activator]
COc1ccc(CN2COc3ccc4c(oc(=O)c5ccccc54)c3C2)cc1OC
→ 0, -1%, ., 3%, ., -2%, .
CC(OC(=O)Cn1[nH]c(=O)c2ccccc2c1=O)C(=O)Nc1ccccc1[N+](=O)[O-] (stereo unspecified)
→ 21, ?, 12%, -2%, ., 6%, -15%
CCN1C(=O)c2cccc3c(S(=O)(=O)Nc4ccccn4)ccc1c23
→ 149, -5%, -3%, 4%, -6%, 3%, -14%
COc1ccc(C(=O)/C=C/c2ccc(O)cc2)c2c1CC(O)C(C)(C)O2 (stereo unspecified)
→ -22, ., 0%, 3%, ., ., -27%
CC[C@@]12C(=O)N(c3cccc(Br)c3)C(=O)N1[C@H](c1ccc(F)cc1)[C@@H]1C(=O)N(C3CCCCC3)C(=O)[C@@H]12
→ -2, ?, -3%, 8%, ., 0%, 125%[activator]
C=C1C(=O)c2sccc2C(c2ccc(OC)c(OC)c2)C1COC(C)=O (stereo unspecified)
→ -102*, ., 10%, -12%, ., ., .
COC(=O)CCC(=O)NC(=S)Nc1ccc(S(=O)(=O)Nc2cc(C)on2)cc1
→ ., -3%, -3%, 3%, 5%, -4%, -12%
Cc1ccc(Nc2ncnc3nc[nH]c23)cc1Cl
→ 83, -15%, 5%, -8%, 3%, 4%, 6%
Cc1ccc(NC(=O)CSc2nc3c(c(=O)n(C)c(=O)n3C)n2C)cc1
→ 30, -11%, -18%, 1%, -5%, -1%, -8%
COc1ccc(-c2[nH]ncc2CN2CCCN(C(=O)c3ccco3)CC2)cc1F
→ -36, -2%, -6%, -5%, 2%, 2%, -5%
COc1ccc(-c2c(C#N)c(SCC(=O)Nc3ccccc3)nc3c2CCCC3)cc1
→ -34, ., 1%, -4%, ., ., .
CCN(C[C@H]1N[C@@](C)(C(=O)OC)[C@H]2C(=O)N(C)C(=O)[C@@H]12)C(=O)COC
→ -15, ., 3%, -1%, ., ., -30%
COC(=O)C1=C(C)N=c2s/c(=C3\C(=O)Nc4ccccc43)c(=O)n2C1c1ccccc1 (stereo unspecified)
→ ., ?, ., ., -4%, 50µM*, -19%
CCCC(=O)N(CCc1ccc(OC)cc1)Cc1nc2ccccc2c(=O)[nH]1
→ -36, ?, 17%, -2%, 9%, -8%, -4%
COc1cc2c(=O)n(CC3CCCO3)c(=O)n(CC(=O)Nc3ccc(F)cc3F)c2cc1OC (stereo unspecified)
→ 5, ?, 0%, -2%, 6%, 7%, -21%
Cc1occc1C(=O)NC1CCCc2ccccc21 (stereo unspecified)
→ 39, 4%, -9%, 7%, 9%, ?, -5%

Filtered by structure, the entries above containing bromine
Values in the order: HCMV inh, AmpC detergent, AMA1 RON2 block, TbPYK inhibitor, LmPK inhibitor, Sm TGR block, AmpC no deterg
CCOc1cc(/C=N/n2cnnc2)cc(Br)c1O
→ 4, -13%, 13%, -11%, -4%, 0%, -5%
COc1ccccc1CNC(=O)c1ccc(Br)o1
→ -18, -8%, -4%, -8%, 1%, -3%, -12%
CC[C@@]12C(=O)N(c3cccc(Br)c3)C(=O)N1[C@H](c1ccc(F)cc1)[C@@H]1C(=O)N(C3CCCCC3)C(=O)[C@@H]12
→ -2, ?, -3%, 8%, ., 0%, 125%[activator]

Single records, from the list above:
COc1cccc(N2CCN(C(=O)CN3C(=O)NC4(CCCC4)C3=O)CC2)c1 in the list: HCMV inh = -4; AmpC detergent = 5%; AMA1 RON2 block = -4%; TbPYK inhibitor = -7%; LmPK inhibitor = -5%; Sm TGR block = 6%; AmpC no deterg = 59%
COC(=O)Cc1sc(-c2ccccn2)nc1-c1ccccc1 in the list: HCMV inh = 0; AmpC detergent = 8%; AMA1 RON2 block = -2%; TbPYK inhibitor = -10%; LmPK inhibitor = -17%; Sm TGR block = 5%; AmpC no deterg = 21%
COc1ccc(-c2[nH]ncc2CN2CCCN(C(=O)c3ccco3)CC2)cc1F in the list: HCMV inh = -36; AmpC detergent = -2%; AMA1 RON2 block = -6%; TbPYK inhibitor = -5%; LmPK inhibitor = 2%; Sm TGR block = 2%; AmpC no deterg = -5%
